# ERK EGF inh: blocks ERK signaling stimulated by EGF | hit rate 0.41% among 130,000 | AID 1454 | HEK293-V1b, EGF-stimulated phospho-ERK AlphaScreen | Potency, µM (highest dose often 11.5 µM), without a hit: top-dose activity change, negative = inhibition, most hits filed as inhibitors; active means well fitted inhibition curve with a large enough effect; inconclusive means small, poorly fitted or top-dose-only effect, or effect the other way;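 further: plate controls were stimulated vehicle wells for no effect and unstimulated vehicle basal for full effect; nearly all actives have a fitted effect of over 55% in size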
#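 Concentration-response of compounds against EGF-driven ERK phosphorylation in V1b-expressing HEK293 cells; 30 min preincubation, 5 min EGF, AlphaScreen detection; Normalized to DMSO basal and 25 nM EGF.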
# Active calls of the source: *; ? = inconclusive; & = joins results of further samples; [ ] = remark or other dose. Potency means the concentration at half of the fitted maximal effect.
# Start of the listing, in advance (6 entries):
SMILES	ERK EGF inh
CCOC(=O)/C(C#N)=C/c1cn(CCOc2ccc(OC)cc2)c2ccccc12	1%
CCOC(=O)N1CCC(N2CCCC(C(=O)c3cccc(OC(C)C)c3)C2)CC1 (configuration not stated)	-4%[57.5 µM]
O=C1C2C(C(=O)N1c1ccc3c(c1)OCO3)C1C=CC2C12CC2 (configuration not stated)	4%
O=C(N/N=C/c1ccc([N+](=O)[O-])cc1)c1c[nH]c2ccccc12	-7%
COc1ccc(N=Cc2c(O)n(-c3ccc(OC)cc3)c(=O)c3ccccc23)cc1	0%
CCNS(=O)(=O)c1ccc(CCC(=O)Nc2ccccc2)cc1	-6%

# This part in full, repeating the preview:
SMILES	ERK EGF inh
CCOC(=O)/C(C#N)=C/c1cn(CCOc2ccc(OC)cc2)c2ccccc12	1%
CCOC(=O)N1CCC(N2CCCC(C(=O)c3cccc(OC(C)C)c3)C2)CC1 (configuration not stated)	-4%[57.5 µM]
O=C1C2C(C(=O)N1c1ccc3c(c1)OCO3)C1C=CC2C12CC2 (configuration not stated)	4%
O=C(N/N=C/c1ccc([N+](=O)[O-])cc1)c1c[nH]c2ccccc12	-7%
COc1ccc(N=Cc2c(O)n(-c3ccc(OC)cc3)c(=O)c3ccccc23)cc1	0%
CCNS(=O)(=O)c1ccc(CCC(=O)Nc2ccccc2)cc1	-6%
CN(C)S(=O)(=O)c1cccc(-c2cn3cccnc3n2)c1	?
Oc1ccc(/C=N/Nc2ccc3ccccc3c2)c(O)c1	6%
CC1=NN(C(=O)COc2ccccc2C)C(O)(c2ccc(Cl)cc2)C1 (configuration not stated)	4%
NCCC[C@@H](CC(=O)N[C@@H]1CCCC[C@H]1C(=O)N[C@H](CC(=O)N[C@@H](CCC(=O)O)CC(=O)O)Cc1c[nH]c2ccccc12)NC(=O)C[C@H](Cc1c[nH]c2ccccc12)NC(=O)[C@@H]1CCCC[C@H]1N	-9%
Cn1c(CCNC(=O)c2cccs2)n[nH]c1=S	9%
CC1(C)C(=O)C=C[C@@]2(C)C1C=C[C@@]1(C)C2CC[C@@]2(C)C(c3ccoc3)OC(=O)C3OC312 (some centres not stated)	3%
CC(CNC(=O)c1cccs1)c1ccc([N+](=O)[O-])cc1 (configuration not stated)	2%
CC(C)NC(=O)COc1cccc2ccccc12	6%
CCN(CC)C(=O)C12CC3CC(CC(Cl)(C3)C1)C2	-3%
O=C1CC(c2ccccc2Oc2cccc(Cl)c2)C(n2cncn2)C(=O)C1C1NCCc2ccccc21 (configuration not stated)	-1%[57.5 µM]
O=C(CCC(=O)OCc1ccc([N+](=O)[O-])cc1)Nc1ccccc1Cl	9%
CCC1(C)Cc2nc3[nH]c(=S)n(-c4ccccc4C)c(=O)c3cc2CO1 (configuration not stated)	-6%[57.5 µM]
COc1ccc2c(c1)oc(=O)c1c3ccccc3[nH]c21	5%
CCN(C(C)=O)c1ccc(Oc2nc(OC)cc(OC)n2)cc1	1%
CCOC(=O)C1CCCN(C(=O)c2cccc(NC(=O)C(CC)CC)c2)C1 (configuration not stated)	-11%
CCN(CC)C(=O)Cn1cc(C(=O)C(=O)NCC2COc3ccccc3O2)c2ccccc21 (configuration not stated)	?
Cc1cc(C)cc(OCC(=O)N(Cc2ccc(N(C)C)cc2)C2CCS(=O)(=O)C2)c1 (configuration not stated)	-9%[57.5 µM]
NC(=S)n1[nH]c(-c2ccc([N+](=O)[O-])cc2)c(N=Nc2cccc(Cl)c2)c1=O	?
CC(CCc1ccccc1)NC(=O)CN1CCN(c2ccccc2)CC1 (configuration not stated)	-5%
Nc1nnc(CSCc2ccccc2Cl)s1	15%[57.5 µM]
O=C(Nc1cccc(Cl)c1)c1cccc(Oc2ccc([N+](=O)[O-])cc2Cl)c1	-4%
COc1cccc(NC(=O)C(c2ccccc2)N2CCCCC2)c1 (configuration not stated)	0%
Cc1ccc(NS(=O)(=O)c2ccc(Br)s2)nc1	-10%
COc1ccc(C(=O)Oc2cccc(Nc3ncnc4ccccc34)c2)cc1OC	25µM*
COc1ccc2nc(C)c(C(=O)NN)cc2c1	-8%
Cc1cccc(C)c1NC(=O)C[N+](C)(C)C	14%&-6%
COc1cc(/C=C(\C#N)c2nc3ccccc3[nH]2)ccc1OC(=O)c1ccco1	-9%
O=C(NCc1cccs1)C(=O)c1cn(CC(=O)N2CCCC2)c2ccccc12	18%
O=C(CSc1ccc(-c2ccncc2)nn1)c1ccc(Cl)cc1	1%
Nc1ccc(C(=O)c2cccs2)cc1[N+](=O)[O-]	9%
O=C(Nc1ccc(Cl)c(Cl)c1)c1ccc(Cl)c(Cl)c1	-8%[57.5 µM]
COc1ccc(C2CC2/C(=N/O)c2ccccc2)cc1 (configuration not stated)	5%
O=C(NNC(=S)Nc1ccccc1C(F)(F)F)C1CC1	4%[57.5 µM]
CC(=O)Nc1ccc(OCCOc2ccc(/C=C3/C(=N)N4C=CSC4=NC3=O)cc2)cc1	?
O=C(NN1CCOCC1)c1ccc(Br)s1	0%
Cc1ccc(Nc2nc(-c3ccncc3)nc3ccccc23)cc1	-6%[57.5 µM]
Cc1cc(C(=O)N/N=C2\CCCC(=O)C2)c2ccccc2n1	-7%
O=C(/C=C/c1ccc([N+](=O)[O-])cc1)NCCOc1ccc(F)cc1	3%
CC(C)(C)c1cc(C(=O)N/N=C/c2ccccn2)n[nH]1	1%[57.5 µM]
Cc1ccc(CNc2nc(N)c([N+](=O)[O-])c(NCc3ccccc3)n2)cc1	0%
O=C(O)CC(Cc1ccccc1)C(=O)NCC12CC3CC(CC(C3)C1)C2 (configuration not stated)	3%[57.5 µM]
OC(COc1ccccc1)CN1CCCC1 (configuration not stated)	0%
O=C(O)COc1ccccc1/C=N/NC(=O)c1ccc(F)cc1	4%
O=C(Nc1ccccc1)N1CCCN(c2c(Cl)cncc2Cl)CC1	-9%[57.5 µM]

# (more compounds)
SMILES	ERK EGF inh
CC(Sc1nncs1)C(=O)Nc1ccc2c(c1)OCO2 (configuration not stated)	-2%
C[N+]1(CC(=O)OCCCc2ccccc2)CCCCC1	-4%
O=C(CSc1nnc(CNC(=O)c2cccs2)o1)Nc1ccccc1	0%
COc1ccc(-c2csc(Nc3ccc(S(=O)(=O)Nc4cc(C)on4)cc3)n2)cc1C	?
O=C(N/N=C/C1=Cc2ccccc2OC1)c1ccncc1	-8%[57.5 µM]
CCOC(=O)C(C)Oc1cccc2c(=O)n(CC(=O)NCCc3ccccc3)ccc12 (configuration not stated)	-5%[57.5 µM]
NC(=O)NC(CC(=O)NCCc1ccc(S(N)(=O)=O)cc1)c1ccccc1Cl (configuration not stated)	-3%[57.5 µM]
O=c1cc(-c2ccc(O)c(O)c2)oc2cc(O)cc(O)c12	-5%
Cc1ccc2c3c([nH]c2c1C)-c1nonc1CC3	-3%
Cc1ccc(CCNC(=O)CNC(=S)N(Cc2ccccc2)Cc2cccnc2)cc1	5%
C=CCOCCN(C)C1=NS(=O)(=O)c2cc([N+](=O)[O-])ccc21	2%
COc1ccc(OC)c(NS(=O)(=O)c2ccc(Br)s2)c1	?
CC(=O)n1cc([C@@H]2C=C(C(=O)Nc3ccccc3)O[C@H](OCc3ccc(CO)cc3)C2)c2ccccc21	-6%[57.5 µM]
O=C(CSc1n[nH]c(=O)[nH]c1=O)NC1CCCCC1	-3%[57.5 µM]
CS/C(=N\S(=O)(=O)c1cccs1)Nc1ccc(F)c(Cl)c1	-10%
Cc1ccccc1C(=O)Nc1sc2c(c1C(=O)O)CCC2	-1%
OC[C@@H](O)[C@@H](O[C@H]1O[C@H](CO)[C@@H](O)[C@H](O)[C@H]1O)[C@H](O)[C@@H](O)CO	3%[57.5 µM]
CC(=O)OC(c1nc2ccccc2c(=O)n1C1CC2(OC1=O)c1ccccc1N1C(=O)C(C)(C)N(O)C12)C(C)C (configuration not stated)	-2%[57.5 µM]
O=C(OCCNc1ccc(C(F)(F)F)cc1[N+](=O)[O-])c1cc2ccccc2oc1=O	-7%[57.5 µM]
CC(C)NC(=O)N1CC[C@@]2(CCCN(S(C)(=O)=O)C2)C1	14%
Cn1cc([N+](=O)[O-])c(C(=O)N/N=C/c2ccc3c(c2)OCO3)n1	-1%
C/C(=N/Nc1ccc(C(=O)O)cc1)c1ccc(O)c(O)c1O	-5%
O=C(Nc1ccc(F)cc1)Oc1ccc[nH]c1=O	-2%[57.5 µM]
COc1ccc(N2C(=S)N=C(Nc3ccccc3)C23CCCCC3)cc1	5%
Cc1ccccc1OCC(=O)NCCc1nc2ccccc2[nH]1	4%
O=C(NCSc1ccnc(SCNC(=O)c2ccccc2)n1)c1ccccc1	5%
O=C(COc1ccc(Br)cc1)N(Cc1ccccc1)c1ccccn1	-1%
Cc1ccc(S(=O)(=O)NN2C(=O)c3ccccc3NC2c2cccc(O)c2)cc1 (configuration not stated)	-4%
Cc1onc(-c2c(Cl)cccc2Cl)c1C(N)=S	0%
Cc1ccc(C(=O)NCC(=O)Nc2cccc(C(F)(F)F)c2)cc1	-8%
CCCc1nn(C)c(C(=O)Nc2cccc(CC)c2)c1Cl	1%
O=C(O)CC/C(=N\Nc1ccc(S(=O)(=O)N2CCOCC2)cc1[N+](=O)[O-])c1cccs1	-10%[57.5 µM]
CC(=O)NCCNc1ncnc2ccc(-c3ccc(C(=O)N(C)C)cc3)cc12	16%
CCc1nnc(NC(=O)C2CCCN2C(=O)Nc2ccccc2)s1 (configuration not stated)	-4%
Cc1cc(S(=O)(=O)N2CCC(N3CCCCC3)CC2)ccc1-n1cnnn1	14%
Cc1ccc2nc(SCC(=O)NC3CCCc4ccccc43)[nH]c2c1 (configuration not stated)	9%
COc1cccc(Nc2nc(CN3CCOCC3)nc3sc4c(c23)CCCC4)c1	-3%
Cn1ccc(-c2ccccc2)c(C#N)c1=O	1%
CC(C)(C)NC(=O)C(c1ccccn1)N(C(=O)c1csnn1)C1CCCCC1 (configuration not stated)	4%
Cc1ccc(S(=O)(=O)N2CCN(C(C)C(=O)Nc3ccccc3-c3ccccc3)CC2)cc1 (configuration not stated)	-5%
CCOC(CNC(=O)c1nnc(Cc2cc(OC)c(OC)c(OC)c2)o1)OCC	-7%
Cc1cccc(C(=O)N[C@H](C(=O)Nc2nnc(C3CC3)s2)C(C)C)c1	1%
COc1ccccc1C(=O)NCCC(=O)Nc1cccnc1	-5%[57.5 µM]
CCN1CCN(CC(=O)c2cc(OC)c(OC)c(OC)c2)CC1	-7%
COc1ccc(-n2cc(CNCCCn3ccnc3)c(-c3cccc(F)c3)n2)cc1	?
CN(C)/N=C/c1ccc(OS(=O)(=O)c2ccccc2)cc1	-2%
Cc1nc(NC(CC(C)C)C(=O)O)c2nc(C)oc2n1 (configuration not stated)	-2%[57.5 µM]
c1ccc(CNc2nc(CN3CCOCC3)nc3scc(-c4ccccc4)c23)cc1	20%
Cn1cnnc1SC/C(O)=C(\C#N)c1nc2ccccc2[nH]1	1%
Cc1ccc(C(=O)N2NC(c3ccc(F)cc3)C3C(=O)N(c4ccc(C)c(C)c4)C(=O)C32)cc1 (configuration not stated)	-6%

# Following part:
SMILES	ERK EGF inh
COC(=O)C(Cc1csc2ccc(Cl)cc12)NC(=O)c1ccc(Cl)cc1 (configuration not stated)	-12%[57.5 µM]
CC[C@H](C)[C@H](NC(N)=O)C(=O)NCCc1ccc(Cl)cc1	2%
N#Cc1ccc(CSc2nnc(-c3c[nH]c4ccccc34)n2-c2ccccc2)cc1	0%
COc1ccc(N=C(N)SCc2ccccn2)cc1	9%
CN1CCC2(CC1)CCN(S(=O)(=O)c1ccccc1)CC2	-4%
CC(C)CN(CC(C)C)CC(O)CN(c1ccccc1)S(=O)(=O)c1ccccc1[N+](=O)[O-] (configuration not stated)	6%[57.5 µM]
COCCNC(=O)CSc1nc2scc(-c3ccccc3)c2c(=O)[nH]1	2%[57.5 µM]
CN(Cc1cc(=O)n2ccsc2n1)c1ccccc1	1%
C[C@@H]1/C(=N/O)CC2C[C@@H]1C2(C)C	16%
COc1cc(OC)c(C(=O)NCCCn2ccnc2)cc1OC	-4%
CCc1ccc(S(=O)(=O)Nc2cc(SCC(=O)O)c(O)c3ccccc23)cc1	0%
O=Cc1c(N2CCCCC2)nc2ccccn2c1=O	0%
O=C(Nc1ccc(Cl)c([N+](=O)[O-])c1)c1cnccn1	-3%
Cc1cc(/C=C2\NC(=O)NC2=O)c(C)n1-c1ccc(N2CCOCC2)cc1	-8%[57.5 µM]
CCN1C(=O)CS/C1=N\S(=O)(=O)c1ccc(C)cc1	7%
C/C(=N\NC(=O)C1CC1(c1ccccc1)c1ccccc1)c1cccc([N+](=O)[O-])c1 (configuration not stated)	4%
COc1cc2cc(C)c(SCC(=O)N3CCN(C(=O)c4ccco4)CC3)nc2cc1OC	-11%[57.5 µM]
CC(C)C[C@@H](CN(N=O)[C@@H](Cc1ccccc1)CN(C)N=O)N(CCc1ccccc1)N=O	-8%[57.5 µM]
Cc1ccc(C)c(NNC(=O)C(=O)NNc2cc(C)ccc2C)c1	-2%[57.5 µM]
Oc1cccc(/C=N\Nc2nncc(-c3ccccc3)n2)c1	1%
Cc1ccc(C(=O)NNC(=O)C2CCN(S(=O)(=O)c3ccc(Cl)cc3)CC2)cc1	-9%

# Sorted by formula weight (falling): three of the compounds above
SMILES	ERK EGF inh
COC(=O)C(Cc1csc2ccc(Cl)cc12)NC(=O)c1ccc(Cl)cc1 (configuration not stated)	-12%[57.5 µM]
CCN1C(=O)CS/C1=N\S(=O)(=O)c1ccc(C)cc1	7%
Oc1cccc(/C=N\Nc2nncc(-c3ccccc3)n2)c1	1%

# High-throughput results (PubChem)

# A portion of the library (hit frequency here may not be typical).
